Assay outcomes deposited in PubChem BioAssay by NCI.
Growth percent in the NCI-60 one-dose screen (48 h, 10 µM unless noted): 100 = growth as untreated, 0 = no growth, -100 = all killed.
MDA-MB-231: MDA-MB-231 breast cancer; 81,000 compounds, 5% hits
HS 578T: HS 578T breast cancer; AID 1794788; 78,000 compounds, 4.1% hits
MCF7: MCF7 breast cancer; 82,000 compounds, 6.3% hits; AID 1794796
MDA-MB-468: MDA-MB-468 breast cancer. AID 2202374. 78,000 compounds, 8.5% hits
T-47D: T-47D breast cancer | 79,000 compounds, 5% hits
K-562: K-562 leukemia. 78,000 compounds, 7.4% hits
SR: SR leukemia cells; AID 1794780; 73,000 compounds, 8.7% hits
BT-549: BT-549 breast cancer; 78,000 compounds, 4.4% hits; AID 1794793
* = called active by the depositor; . = not tested or not shown; & = joins results of further samples; [ ] = another dose, or the depositor's remark. The calls were made as follows: active = growth percent below 10; inactive = the rest.

nr	canonical_smiles	MDA-MB-231	HS 578T	MCF7	MDA-MB-468
1	Cc1ccc(S(=O)(=O)Nn2c3c(cc(-c4nc5ccccc5s4)c2=O)CCCC3)cc1	93	97	79	111
2	Cc1c(C(=O)NC(Cc2ccccc2)C(O)C(=O)NCCc2ccccc2)[nH]c2ccccc2c1=O (configuration not stated)	102	95	91	98
3	O=C(/C=C\c1ccc(O)cc1)c1ccccc1	92	110	81	97
4	O=C(c1ccccc1)c1ccc[n+](Cc2c(Cl)cccc2Cl)c1	106	107	95	50
5	O=C1C(=O)N(CCCCn2cc(CO)nn2)c2ccccc21	98	99	100	99
6	O=C1CSC(c2ccccc2Cl)N1c1ccccc1 (configuration not stated)	101	132	.	105
7	Cc1ccc(Cl)cc1NC=O	107	103	101	105
8	NS(=O)(=O)c1ccc(CCn2c(SCC(=O)Nc3ccccc3)nc3ccccc3c2=O)cc1	91	97	95	102
9	CSCC1OC(n2cnc3c(N)ncnc32)C(O)C1O (configuration not stated)	102	84	87	89
10	COc1ccc(/C=N/N2CN(C(CC(N)=O)C(=O)O)P(Nc3ncccn3)N=C2N)cc1OC (configuration not stated)	.	98	90	84
11	COc1ccc(OC)c(Nc2nc3nonc3nc2Nc2cccc(Br)c2)c1	-8.2*	7.8*	6.0*	0.1*
12	Cc1[nH]c2cccc3c2c1CCN1C(=O)OC(C)(C)C31C (configuration not stated)	113	82	103	101
13	O=C(CBr)c1cc2ccccc2c2ccccc12	88	96	91	98
14	Cc1nn(-c2ccc(Cl)cc2)c2c1C(c1ccc(O)cc1)C(C#N)=C(N)O2 (configuration not stated)	90	101	87	108
15	CCCCCCCCCCCCC[C@@H](O)C[C@H](O)[C@H](C)N	105[1 µM]	127[1 µM]	96[1 µM]	.

nr	T-47D	K-562	SR	BT-549
1	93	91	87	97
2	96	82	.	103
3	85	99	77	37
4	101	79	.	96
5	99	98	.	115
6	101	102	.	116
7	107	95	99	105
8	84	.	96	107
9	89	.	107	106
10	.	107	.	74
11	.	10	20	.
12	90	116	.	108
13	89	92	84	88
14	89	105	97	102
15	104[1 µM]	86[1 µM]	55[1 µM]	125[1 µM]

Later entries
nr	canonical_smiles	MDA-MB-231	HS 578T	MCF7	MDA-MB-468
16	Nc1nc2nc(Br)[nH]c2c(=O)[nH]1	105	114	98	109
17	CC(C)(C)c1ccc(NCc2cn(-c3ccc(C(F)(F)F)cc3)nc2-c2ccc(C(=O)O)cc2)cc1	91	87	69	94
18	CN1C(=O)/C(=C2/C(=O)N(C)c3ccccc32)S/C1=N\Nc1ccccc1	78	79	74	75
19	CC(=O)Nc1ccc2ncc(C(N)=O)c(Nc3ccc(Cl)cc3)c2c1	79	105	34	65
20	O=C(CC(=O)c1ccccc1)Nc1cccc([N+](=O)[O-])c1	95	114	94	106
21	CCCCCCCCN(CCCCCCCC)CC(O)c1ccc(Br)c(C)c1 (configuration not stated)	62	82	81	29
22	O=C(Nc1cccc([N+](=O)[O-])c1)c1cccc([N+](=O)[O-])c1	92	118	58	69
23	Cc1ccc(C(=O)NNC(=O)CSc2nc3ccccc3c(=O)[nH]2)cc1	91	97	92	85
24	Cc1[nH]c(=O)[nH]c(=O)c1CO	85	105	96	94
25	Cc1nc2ccccc2c(=O)n1-c1cccc(OCc2cn(-c3ccc(O)cc3)nn2)c1	94	98	107	97
26	Cc1ccccc1Nc1nc(N)nc(C)c1Br	101	108	100	99
27	Cc1cccc(C)c1OCCN(C)C	99	98	92	79
28	Cc1cn([C@@]2(CF)O[C@H](CO)C2C)c(=O)[nH]c1=O (some centres not stated)	101	109	114	.
29	NC(=O)N1CCN(C(N)=O)CC1	105	97	98	104
30	COc1ccc(-n2nc3c(c2-c2cc(OC)c(OC)c(OC)c2)-c2oncc2CC3)cc1	75	.	75	76

nr	T-47D	K-562	SR	BT-549
16	103	101	97	99
17	54	76	88	92
18	68	102	88	104
19	78	16	69	96
20	104	110	100	109
21	12	54	76	79
22	95	95	88	.
23	96	98	73	94
24	100	114	96	103
25	93	92	99	106
26	106	.	91	.
27	95	102	95	117
28	109	93	122	105
29	99	107	92	99
30	64	.	.	105

Later entries
nr	canonical_smiles	MDA-MB-231	HS 578T	MCF7	MDA-MB-468
31	CC[C@@]12CC(C(=O)OC)=C3Nc4cc5c(cc4[C@@]34CCN(C[C@H]3O[C@H]31)[C@@H]24)[C@@H]1[C@H](O5)[C@@H](O)[C@@]2(CC)CC(C(=O)OC)=C3Nc4cc(O)ccc4[C@@]34CCN1[C@@H]24	-70*	6.3*	-57*	-79*
32	CC(=O)C(=Cc1cccc([N+](=O)[O-])c1)C(C)=O	100	102	85	96
33	CS(=O)(=O)c1ccc(NN2C(=O)CSC2c2ccc(F)cc2)cc1 (configuration not stated)	105	97	96	98
34	C[C@]12CC[C@@H]3c4cc(-c5ccc(F)cc5)c(O)cc4CC[C@H]3[C@@H]1CC[C@@H]2O	66	57	60	.
35	COc1ccc(C(=O)Nc2c(Cl)cccc2Cl)cc1OC	.	90	93	102
36	CC(=O)N(O)c1ccc(/C=C/c2ccccc2)cc1	49	62	17	-63*
37	O=C(O)c1cn(C2CC2)c2cc(N3CCN(C(=O)C[n+]4ccccc4)CC3)c(F)cc2c1=O	105	99	101	107
38	O=C(c1ccccc1)C1CC=CCC1C(=O)c1ccccc1 (configuration not stated)	99	.	106	119
39	Cn1cc(-c2csc(-c3cn(C)c4ccc(Br)cc34)n2)c2cnccc21	-85*	-40*	-75*	-68*
40	Nc1nn(-c2nc(Nc3ccccc3)nc(Nc3ccc(S(N)(=O)=O)cc3)n2)c(N)c1N=Nc1ccccc1	102	101	97	110
41	COc1ccc(O)cc1	102	95	118	101
42	CN1C(=O)C2(Nc3ccccc3-c3ccnn32)c2cc(Cl)ccc21 (configuration not stated)	99	108	103	115
43	O=CC#Cc1ccccc1	114	100	90	115
44	C/C(=N\Nc1ccc(S(N)(=O)=O)cc1)c1cc2cc(Br)ccc2o1	95	110	95	106
45	Cc1nc2ccc(Br)cn2c1-c1nnc(SCc2c(F)c(F)c(F)c(F)c2F)o1	67	92	77	90

nr	T-47D	K-562	SR	BT-549
31	-38*	-8.2*	-30*	-88*
32	90	78	52	90
33	96	93	94	101
34	47	37	43	60
35	.	113	.	105
36	20	73	9.2*	44
37	94	.	107	102
38	94	103	94	107
39	-47*	-67*	-30*	86
40	95	103	104	89
41	111	.	95	99
42	105	103	93	88
43	93	84	84	93
44	99	101	105	100
45	78	.	.	92

4 structures from above, sorted by molecular weight, smallest number first.
nr	canonical_smiles	MDA-MB-231	HS 578T	MCF7	MDA-MB-468
41	COc1ccc(O)cc1	102	95	118	101
35	COc1ccc(C(=O)Nc2c(Cl)cccc2Cl)cc1OC	.	90	93	102
42	CN1C(=O)C2(Nc3ccccc3-c3ccnn32)c2cc(Cl)ccc21 (configuration not stated)	99	108	103	115
33	CS(=O)(=O)c1ccc(NN2C(=O)CSC2c2ccc(F)cc2)cc1 (configuration not stated)	105	97	96	98

nr	T-47D	K-562	SR	BT-549
41	111	.	95	99
35	.	113	.	105
42	105	103	93	88
33	96	93	94	101

One compound at a time, from the list above.
`O=C(O)c1cn(C2CC2)c2cc(N3CCN(C(=O)C[n+]4ccccc4)CC3)c(F)cc2c1=O` is entered as MDA-MB-231: 105; HS 578T: 99; MCF7: 101; MDA-MB-468: 107; T-47D: 94; K-562: .; SR: 107; BT-549: 102
`Cc1nc2ccc(Br)cn2c1-c1nnc(SCc2c(F)c(F)c(F)c(F)c2F)o1` is entered as MDA-MB-231: 67; HS 578T: 92; MCF7: 77; MDA-MB-468: 90; T-47D: 78; K-562: .; SR: .; BT-549: 92
`O=CC#Cc1ccccc1` is entered as MDA-MB-231: 114; HS 578T: 100; MCF7: 90; MDA-MB-468: 115; T-47D: 93; K-562: 84; SR: 84; BT-549: 93

Returning to the listing, repeating the 2 entries before the break.
nr	canonical_smiles	MDA-MB-231	HS 578T	MCF7	MDA-MB-468
44	C/C(=N\Nc1ccc(S(N)(=O)=O)cc1)c1cc2cc(Br)ccc2o1	95	110	95	106
45	Cc1nc2ccc(Br)cn2c1-c1nnc(SCc2c(F)c(F)c(F)c(F)c2F)o1	67	92	77	90
46	Fc1ccc(-c2nnc(-c3c(-c4ccccc4)nc4ncccn34)o2)cc1	101	107	80	94
47	O=[N+]([O-])c1cc(F)c(F)cc1F	129	110	86	108
48	Cc1ccc(C2=Nn3c(nnc3-n3[nH]c(=O)c4ccccc4c3=O)SC2)cc1	91	88	98	97
49	Cc1cc(C)cc(Nc2c(Nc3cc(C)cc(C)c3)c(=O)c2=O)c1	92	90	91	83
50	CCOC(=O)/C(C#N)=C\c1ccc([N+](=O)[O-])o1	95&102	92&118	54&98	74&120
51	Cn1cnc([N+](=O)[O-])c1S(=O)(=O)NCN1CCOCC1	113	111	96	.
52	COc1cccc(/C=C/C(=O)c2ccc(NC(=O)c3cc4cc5ccccc5nc4s3)cc2)c1	81	96	71	.
53	CCCCc1nc2c(N)nc3ccccc3c2n1Cc1cccc(CN)c1	57	67	25	27
54	COc1cccc(/C(C#N)=C/c2nc3c(N4CCOCC4)nc(Cl)nc3n2C)c1	-69*	-7.2*	-44*	-63*
55	COc1cc(/C=C/C(=O)c2ccccc2)ccc1Oc1nc(NCCO)nc(N2CCOCC2)n1	97	98	47	103
56	CNS(=O)(=O)c1ccc([N+](=O)[O-])cc1	96	108	102	99
57	CCCNc1nc(SC)nc(-c2cccc([N+](=O)[O-])c2)c1C#N	89	86	85	94
58	Cc1c(Br)cc(Cl)c(O)c1Br	107	104	93	103
59	COC12C=CC(CC1)C1C(=O)C=CC(=O)C12 (configuration not stated)	.	78	87	94
60	COc1ccc2cc(C(=O)c3cn(-c4ccccc4)nc3C(C)=O)ccc2c1	107	101	102	119
61	COc1ccc(Nc2nn3c(SCC(=O)c4ccc(OC)cc4)nnc3s2)cc1	92	96	93	92
62	CCCCCCCCCCCCCCCCCCNC(=O)C(C)O (configuration not stated)	112	103	99	107

nr	T-47D	K-562	SR	BT-549
44	99	101	105	100
45	78	.	.	92
46	91	86	91	96
47	120	100	97	.
48	99	93	73	91
49	93	108	130	116
50	86&109	62&109	37&99	93&89
51	89	95	81	102
52	84	78	79	86
53	74	3.8*	2.2*	28
54	-44*	0.8*	5.6*	-77*
55	94	23	8.7*	92
56	76	89	102	95
57	68	90	.	99
58	111	105	97	.
59	.	101	.	85
60	88	.	104	107
61	85	79	79	98
62	93	95	94	104
